UTI89 phage lysis: protection from phage-mediated lysis, alamar blue read-out – E. coli UTI89, K1F phage, bacterial capsule biogenesis inhibitors (AID 488966). E. coli UTI89 K1F phage lysis, alamar blue, 2 h; higher % means a stronger effect. inhibition, % at 100 µM, or IC50 in µM where a hit was titrated. hit rate 0.02% among 340,000;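 active means phage lysis inhibition, versus mean bacterial control, above a set limit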;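 further: capsule biogenesis inhibitors block K1F phage lysis so surviving cells raise fluorescence; higher fluorescence means more inhibition of phage lysis; actives were called in the ten point dose series up to 300 µM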
MT stabilizer: stabilizes microtubules in HeLa cells; HeLa tubulin immunostaining HCS, 24 h; share of cells brighter than vehicle mean+2SD; hit rate 0.83% among 200,000; % tubulin-high responders, % at 10 µM;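 active means plate Z-score above 3 for both tubulin-high and condensed-nucleus cell shares, with cell loss under 80%, at 10 µM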;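 further: anti alpha tubulin signal scored within the nucleus-defined area of each cell; some results filed as inactive read as strong as hits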
bCat nuc transl: alters nuclear translocation of beta-catenin in HeLa cells | hit rate 0.3% among 190,000 | nuclear translocation activity, % at 5 µM | immunofluorescence imaging;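 active means nuclear translocation activity above 50% at 5 µM, with a well cell count of 50 or more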;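 further: per-cell ratio of nuclear to cytoplasmic median beta-catenin stain intensity; plate controls were DMSO negative control for no effect and GSK-3 inhibitor IX positive control for full effect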
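System: HeLa cells, endogenous beta-catenin; compound dosing: 5 µM primary single dose, 0.1% DMSO, 0.02–20 µM confirmation series; incubation: 24 h compound exposure at 37°C, 5% CO2; signal: beta-catenin immunofluorescence imaging with DAPI; evaluation: % activation, nuclear-to-cytoplasmic median beta-catenin signal ratio per cell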
M17LAP inhibition: P. falciparum M17LAP inhibitors, primary screen, biochemical, fluorogenic H-Leu-NHMec substrate, 1536-well (AID 1619). hit rate 0.38% among 220,000. inhibition, % at 30 µM, or IC50 in µM where a hit was titrated. recombinant M17LAP, H-Leu-NHMec fluorogenic kinetic assay; higher % means a stronger effect;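 active means compound inhibiting the enzyme by more than half at any dose during confirmatory dose-response retesting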;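 further: plate controls were full reaction with DMSO carrier for no effect and no enzyme background for full effect; strong numbers were not always called active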
Autophagy HCS: autophagy modulation, high-content screen | MEF GFP-LC3 puncta imaging; test concentration mostly 10 µM | calls only at 10 µM (by protocol) | hit rate 0.98% among 190,000 | AID 463193;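 active means percentage of spot-positive cells more than 3 SD above its plate mean, without a fluorescence outlier flag or 80% toxicity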;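 further: spot-positive cell cutoff set from DMSO-treated cells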
P. falciparum M1AAP: P. falciparum M1AAP inhibitors, biochemical, fluorogenic H-Leu-NHMec substrate, 1536-well (AID 1445); recombinant M1AAP, H-Leu-NHMec fluorogenic kinetic assay; higher % means a stronger effect; one-dose inhibition, % at 30 µM; IC50 in µM for titrated hits; hit rate 0.42% among 220,000;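 active means primary inhibition above the hit cutoff, then over 50% inhibition at one or more dose response concentrations, cut at about 23% in these data, passing the limit was not always enough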;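 further: plate controls were DMSO full reaction for no effect and no enzyme background for full effect; strong numbers were not always called active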
Ins promoter up: MIN6 insulin promoter up-regulation | MIN6 insulin promoter-GFP reporter, high-content imaging; stronger effect = higher value | z-score at 5 µM | hit rate 0.3% among 190,000;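 active means z-score above 3 at 5 µM with at least 500 cells counted in the well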
CSM14.1 death rescue: protection against thapsigargin-triggered cell killing – 384-well, CSM14.1, ATP luminescence, primary screen (AID 1222). CSM14.1 thapsigargin-induced death rescue, ATP luminescence; higher % means a stronger effect. cellular ATP content (survival), % at 20 µM; hits with a dose series show EC50 in µM. 190,000 tested, under 10 active;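 active means EC50 below 50 µM in the dose-response confirmation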;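 further: death triggered by thapsigargin at about 15 µM added after 2 h compound pretreatment; cell ATP read after overnight thapsigargin exposure of roughly 18 to 22 hours; normalized against plate controls of thapsigargin alone and 5% DMSO vehicle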
Dynein transport: dynein cargo transport inhibition. AID 1381. 3617.4 mouse cells, GR-EGFP nuclear translocation imaging; test concentration mostly 20 µM; stimulated with dexamethasone, 1 µM; stronger effect = lower value. hit rate 0.47% among 220,000. z-score, hits read low;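 active means plate z-score of nuclear minus cytoplasmic receptor signal below a set negative limit, without overly bright fluorescence or cell loss, cut at about -3.5 in these data, passing the limit was not always enough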;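 further: z-score of nuclear minus cytoplasmic ring GR-EGFP intensity difference per well; some compounds called inactive have numbers as strong as hits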
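Buffer or medium: tet-free medium with charcoal-stripped serum / Also added: dexamethasone agonist, 1.0 µM final, for 30 min / Timing: induction 48 h, compound 1 h, agonist 30 min / Measured by: high-content fluorescence imaging after fixation / Read-out: nuclear-to-cytoplasmic GR-EGFP distribution per well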
Dynein transport cytoplasmic EGFP: recorded beside Dynein transport, whose call it bears; z-score; measured here: cytoplasmic GR-EGFP intensity; stronger effect = higher value
Dynein transport nuclear GR-EGFP: also measured in Dynein transport; calls as there; z-score; measured here: nuclear GR-EGFP intensity;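 lower value marks the stronger effect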
Dynein transport cell count: further read-out of Dynein transport, marked with its call; z-score; measured here: cell count per field
Ins promoter up cell count: also measured in Ins promoter up; calls as there; cell count; measured here: cytotoxicity, nuclei count;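 total cells summed across four imaged fields per well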
bCat nuc transl cell count 5 µM: second read-out of bCat nuc transl, no call of its own (marks repeat the call); cell count; measured here: cell count, cytotoxicity flag
MT stabilizer Hoechst-high %: also measured in MT stabilizer; calls as there; % Hoechst-high responders; measured here: nuclear condensation Hoechst responders;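 share of cells brighter than vehicle mean plus two SD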
MT stabilizer cytotoxicity %: recorded beside MT stabilizer, whose call it bears; toxicity, %; measured here: cytotoxicity by cell density;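 0% = mean cell density of plate MIN control wells and 100% = no cells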
Autophagy HCS cell loss 18 h: recorded beside Autophagy HCS, whose call it bears; toxicity, %; measured here: cell loss, nuclei count;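 cell loss after 18 h compound exposure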
* hit, by the source's call; [ ] = another dose, or the depositor's remark.

For O=C(CCCCCn1c(=O)[nH]c2ccsc2c1=O)NCc1ccc2c(c1)OCO2 the results were UTI89 phage lysis -1.8%, MT stabilizer 3.1, M17LAP inhibition 5%, Autophagy HCS inactive, P. falciparum M1AAP -1%, CSM14.1 death rescue 2.7%, Dynein transport -0.13, Dynein transport cytoplasmic EGFP -0.19, Dynein transport nuclear GR-EGFP 0.43, Dynein transport cell count -0.4, MT stabilizer Hoechst-high % 2.1, MT stabilizer cytotoxicity % 5.7 and Autophagy HCS cell loss 18 h -33.
Screening CCCC(=O)Nc1cccc2c1CCCC2 returned UTI89 phage lysis -0.4%, MT stabilizer 5.8, bCat nuc transl -1.7, M17LAP inhibition 0%, Autophagy HCS inactive, P. falciparum M1AAP 5%, Ins promoter up 0.88, CSM14.1 death rescue -1.3%, Dynein transport -0.89, Dynein transport cytoplasmic EGFP -0.21, Dynein transport nuclear GR-EGFP -0.19, Dynein transport cell count 0.48, Ins promoter up cell count 1172, bCat nuc transl cell count 5 µM 837, MT stabilizer Hoechst-high % 3.8, MT stabilizer cytotoxicity % 4.6 and Autophagy HCS cell loss 18 h 1.
CCCCC(C(=O)NC1CCCC1)N(Cc1ccco1)C(=O)Cn1nnc(-c2ccc(F)cc2)n1 (stereo unspecified) was read as UTI89 phage lysis 1.5%, MT stabilizer 2.5, bCat nuc transl 4.8, M17LAP inhibition 9%, Autophagy HCS inactive, P. falciparum M1AAP 3%, CSM14.1 death rescue -2.7%, Dynein transport 0.7, Dynein transport cytoplasmic EGFP -0.19, Dynein transport nuclear GR-EGFP 0.52, Dynein transport cell count -1.3, bCat nuc transl cell count 5 µM 1028, MT stabilizer Hoechst-high % 2.5, MT stabilizer cytotoxicity % 9.4 and Autophagy HCS cell loss 18 h 37.
Screening O=C(CN1CCN(c2ccc([N+](=O)[O-])cc2Cl)CC1)N1CCOCC1 returned bCat nuc transl -1.1, M17LAP inhibition 2%, P. falciparum M1AAP 8%, Ins promoter up 0.16, Dynein transport 0.35, Dynein transport cytoplasmic EGFP -0.27, Dynein transport nuclear GR-EGFP 0.85, Dynein transport cell count -0.95, Ins promoter up cell count 1121 and bCat nuc transl cell count 5 µM 1256.
For COc1ccc(OC)c(-c2nnc(SCC(=O)NC3CCCCC3)o2)c1 the results were UTI89 phage lysis -1.5%, MT stabilizer 4.1, bCat nuc transl 1.9, M17LAP inhibition 19%, Autophagy HCS inactive, P. falciparum M1AAP 2%, Ins promoter up -0.22, CSM14.1 death rescue -2.5%, Dynein transport -0.45, Dynein transport cytoplasmic EGFP -0.17, Dynein transport nuclear GR-EGFP -0.015, Dynein transport cell count 0.35, Ins promoter up cell count 1807, bCat nuc transl cell count 5 µM 1029, MT stabilizer Hoechst-high % 2.5, MT stabilizer cytotoxicity % 7.3 and Autophagy HCS cell loss 18 h -19.
Cc1ccc(OCC(=O)Nc2cccc(-c3nnc(-c4ccccc4)o3)c2)c(C)c1 was read as UTI89 phage lysis 0.0%, MT stabilizer 1.8, M17LAP inhibition 4%, Autophagy HCS inactive, P. falciparum M1AAP 2%, CSM14.1 death rescue -2.7%, Dynein transport -0.65, Dynein transport cytoplasmic EGFP -0.2, Dynein transport nuclear GR-EGFP -0.27, Dynein transport cell count 0.54, MT stabilizer Hoechst-high % 2.0, MT stabilizer cytotoxicity % 5.3 and Autophagy HCS cell loss 18 h 6.
For COc1cccc(C(=O)Nc2ccc(-n3nncc3C(C)(C)C)cc2)c1 the results were UTI89 phage lysis 0.1%, MT stabilizer 2.2, M17LAP inhibition 18%, Autophagy HCS inactive, P. falciparum M1AAP -1%, Ins promoter up -1.1, CSM14.1 death rescue -0.2%, Dynein transport -0.98, Dynein transport cytoplasmic EGFP -0.26, Dynein transport nuclear GR-EGFP -0.72, Dynein transport cell count 1.5, Ins promoter up cell count 1157, MT stabilizer Hoechst-high % 1.7, MT stabilizer cytotoxicity % 5.7 and Autophagy HCS cell loss 18 h -9.
For Cn1c(=O)[nH]c(=O)c2c1nc(N/N=C/c1ccncc1)n2Cc1ccc(Cl)cc1 the results were bCat nuc transl -0.3, M17LAP inhibition 13%, P. falciparum M1AAP 6%, Ins promoter up -0.04, Dynein transport -0.28, Dynein transport cytoplasmic EGFP -0.23, Dynein transport nuclear GR-EGFP 0.75, Dynein transport cell count -0.06, Ins promoter up cell count 1009 and bCat nuc transl cell count 5 µM 1334.
Screening CCCCc1ccc(NC(=O)N2CCNC(=O)C2CC(=O)Nc2ccsc2C(=O)OC)cc1 (stereo unspecified) returned UTI89 phage lysis -1.9%, bCat nuc transl -0.4, M17LAP inhibition 3%, P. falciparum M1AAP -3%, Ins promoter up -0.78, Dynein transport -0.13, Dynein transport cytoplasmic EGFP -0.24, Dynein transport nuclear GR-EGFP 0.35, Dynein transport cell count -0.095, Ins promoter up cell count 972 and bCat nuc transl cell count 5 µM 1363.
For CC(C(=O)OCC(=O)c1cccc([N+](=O)[O-])c1)N1C(=O)C2C3CCC(C3)C2C1=O (stereo unspecified) the results were UTI89 phage lysis 0.1%, MT stabilizer 1.7, bCat nuc transl 0.9, M17LAP inhibition 1%, Autophagy HCS inactive, P. falciparum M1AAP 9%, Ins promoter up 0.65, CSM14.1 death rescue 0.9%, Dynein transport -0.59, Dynein transport cytoplasmic EGFP -0.21, Dynein transport nuclear GR-EGFP -0.4, Dynein transport cell count 0.9, Ins promoter up cell count 1394, bCat nuc transl cell count 5 µM 1098, MT stabilizer Hoechst-high % 2.1, MT stabilizer cytotoxicity % 8.5 and Autophagy HCS cell loss 18 h -20.
Screening O=c1cc2ncc(-c3[nH]ncc3[N+](=O)[O-])cn2[nH]1 returned UTI89 phage lysis -0.3%[50 µM], bCat nuc transl -0.2, M17LAP inhibition 9%, P. falciparum M1AAP 5%, Ins promoter up 1.3, Dynein transport 1.1, Dynein transport cytoplasmic EGFP -0.2, Dynein transport nuclear GR-EGFP 1.5, Dynein transport cell count -1.7, Ins promoter up cell count 933 and bCat nuc transl cell count 5 µM 1273.
For Cc1ccc(O)c(C2=NNC(c3ccc(Cl)cc3)C2)c1 (stereo unspecified) the results were UTI89 phage lysis -0.2%, bCat nuc transl -0.7, M17LAP inhibition 2%, P. falciparum M1AAP 4%, Ins promoter up 0.42, Dynein transport -0.5, Dynein transport cytoplasmic EGFP -0.041, Dynein transport nuclear GR-EGFP -0.34, Dynein transport cell count 1.2, Ins promoter up cell count 1332 and bCat nuc transl cell count 5 µM 1356.
For CCOC(=O)CSc1nc(-c2ccccc2)nc2ccc(F)cc12 the results were UTI89 phage lysis -0.5%, MT stabilizer 6.1, bCat nuc transl -4.0, M17LAP inhibition -3%, Autophagy HCS inactive, P. falciparum M1AAP -3%, Ins promoter up 2.8, CSM14.1 death rescue 1.3%, Dynein transport 1.4, Dynein transport cytoplasmic EGFP -0.051, Dynein transport nuclear GR-EGFP 1.7, Dynein transport cell count -2.3, Ins promoter up cell count 1557, bCat nuc transl cell count 5 µM 951, MT stabilizer Hoechst-high % 1.6, MT stabilizer cytotoxicity % 1.7 and Autophagy HCS cell loss 18 h 10.
Screening CCNC(=S)N(Cc1cc2cccc(C)c2[nH]c1=O)C1CCCC1 returned UTI89 phage lysis -0.4%, MT stabilizer 2.2, bCat nuc transl -1.5, M17LAP inhibition 12%, Autophagy HCS inactive, P. falciparum M1AAP 12%, Ins promoter up 0.25, CSM14.1 death rescue -2.5%, Dynein transport -0.16, Dynein transport cytoplasmic EGFP -0.21, Dynein transport nuclear GR-EGFP 0.13, Dynein transport cell count -0.3, Ins promoter up cell count 1437, bCat nuc transl cell count 5 µM 1071, MT stabilizer Hoechst-high % 2.5, MT stabilizer cytotoxicity % 6.3 and Autophagy HCS cell loss 18 h 4.
CCOC(=O)Cc1csc(NC(=O)COc2c(C)cccc2C)n1 was read as UTI89 phage lysis -0.1%, MT stabilizer 3.3, bCat nuc transl -1.5, M17LAP inhibition -2%, Autophagy HCS inactive, P. falciparum M1AAP 1%, Ins promoter up 0.16, CSM14.1 death rescue -0.9%, Dynein transport 1.5, Dynein transport cytoplasmic EGFP -0.3, Dynein transport nuclear GR-EGFP 0.74, Dynein transport cell count -0.85, Ins promoter up cell count 1335, bCat nuc transl cell count 5 µM 1021, MT stabilizer Hoechst-high % 1.6, MT stabilizer cytotoxicity % 2.0 and Autophagy HCS cell loss 18 h 3.
For Cn1c(SCC(=O)N2CCCC2)nc2ccccc21 the results were UTI89 phage lysis 0.4%, MT stabilizer 4.2, bCat nuc transl -1.8, M17LAP inhibition 12%, Autophagy HCS inactive, P. falciparum M1AAP 7%, Ins promoter up 0.35, CSM14.1 death rescue 3.4%, Dynein transport 0.77, Dynein transport cytoplasmic EGFP -0.19, Dynein transport nuclear GR-EGFP 0.039, Dynein transport cell count -0.27, Ins promoter up cell count 1203, bCat nuc transl cell count 5 µM 1015, MT stabilizer Hoechst-high % 2.1, MT stabilizer cytotoxicity % 14 and Autophagy HCS cell loss 18 h -9.
